ALDH1A1 block = qHTS Assay for Inhibitors of Aldehyde Dehydrogenase 1 (ALDH1A1); Potency, µM (highest dose often 75.3 µM), without a hit: at the top dose activity, negative = inhibition, most hits filed as inhibitors; 220,000 tested, 7.3% active; Purified ALDH1A1, NADH fluorescence, propionaldehyde substrate; Aldehyde dehydrogenase 1A1 (Homo sapiens), P00352; active = well fitted inhibition curve with a large enough effect, not every such curve was filed as active; inconclusive = small, poorly fitted or top-dose-only effect, or another doubt; inactive = no such curve, though single readings can be large or run the other way;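 note: plate controls were no enzyme wells and a reference inhibitor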
TRb SRC2 PPI = qHTS for Inhibitors of the Interaction of Thyroid Hormone Receptor and Steroid Receptor Coregulator 2. Thyroid hormone receptor beta (Homo sapiens), P10828. TRbeta-SRC2 peptide binding, fluorescence polarization; receptor liganded with 1 µM T3. Potency, µM (doses to about 106 µM), without a hit: at the top dose activity change, negative = inhibition, actives largely listed as inhibitors. 280,000 tested, 0.065% active. AID 1469, 2008;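 note: plate controls were bound peptide for no effect and peptide without receptor for full effect; nearly all actives have a fitted effect of over 50% in size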
Target sequence (P10828 whole entry, looked up): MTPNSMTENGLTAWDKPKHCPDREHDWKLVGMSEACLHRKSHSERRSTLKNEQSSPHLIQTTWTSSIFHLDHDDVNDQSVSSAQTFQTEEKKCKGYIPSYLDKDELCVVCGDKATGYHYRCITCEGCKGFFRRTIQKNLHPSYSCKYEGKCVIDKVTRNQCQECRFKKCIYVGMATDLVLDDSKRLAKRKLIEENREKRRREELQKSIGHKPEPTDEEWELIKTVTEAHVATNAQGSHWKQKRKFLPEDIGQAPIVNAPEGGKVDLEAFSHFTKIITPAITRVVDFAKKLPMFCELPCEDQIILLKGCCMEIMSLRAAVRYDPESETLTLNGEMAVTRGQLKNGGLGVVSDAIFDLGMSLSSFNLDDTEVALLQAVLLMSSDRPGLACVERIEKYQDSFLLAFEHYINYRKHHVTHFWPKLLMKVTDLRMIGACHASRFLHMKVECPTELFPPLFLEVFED
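Read-out is fluorescence polarization (555 nm excitation, 632 nm emission) of a Texas Red SRC2 coactivator peptide; loss of signal reflects blocked binding to human TRb ligand-binding domain in the presence of 1 uM T3.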
Tau FP inhib = qHTS for Inhibitors of Tau Fibril Formation, Fluorescence Polarization | Microtubule-associated protein tau (Homo sapiens), P10636 | 280,000 tested, 0.39% active | AID 1468, 2008 | K18 P301L tau heparin fibrillization, Alexa594 FP, 6 h | Potency, µM (highest dose often 57.7 µM), without a hit: top-dose activity, negative = inhibition, most hits filed as inhibitors; note: nearly all actives have a fitted effect of over 55% in size
Target sequence (P10636 561-689 P618L limits assumed): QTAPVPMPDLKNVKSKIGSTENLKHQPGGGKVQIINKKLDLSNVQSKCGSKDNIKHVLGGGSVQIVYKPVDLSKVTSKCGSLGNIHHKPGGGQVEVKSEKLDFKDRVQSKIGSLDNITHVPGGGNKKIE
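Read-out: fluorescence polarization of Alexa 594-labeled tau (0.24 uM), 555 nm excitation, 632 nm emission. Mixtures held 15 uM unlabeled K18 P301L, compound and 20 uM heparin, pH 7 acetate buffer, incubated 6 hr at 37 C.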
aGal spleen mod = qHTS Assay for Inhibitors and Activators of Human alpha-Galactosidase From Spleen Homogenate. human spleen homogenate, 4MU-alpha-Gal fluorescence, 40 min. Potency, µM (series often up to 80 µM), for the others: top-dose activity change, negative = inhibition, usual class: inhibitors. Alpha-galactosidase A (Homo sapiens), P06280. 240,000 tested, 0.008% active;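 note: 0% = enzyme with vehicle and -100% = no enzyme basal signal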
Target sequence (P06280 32-429 limits assumed): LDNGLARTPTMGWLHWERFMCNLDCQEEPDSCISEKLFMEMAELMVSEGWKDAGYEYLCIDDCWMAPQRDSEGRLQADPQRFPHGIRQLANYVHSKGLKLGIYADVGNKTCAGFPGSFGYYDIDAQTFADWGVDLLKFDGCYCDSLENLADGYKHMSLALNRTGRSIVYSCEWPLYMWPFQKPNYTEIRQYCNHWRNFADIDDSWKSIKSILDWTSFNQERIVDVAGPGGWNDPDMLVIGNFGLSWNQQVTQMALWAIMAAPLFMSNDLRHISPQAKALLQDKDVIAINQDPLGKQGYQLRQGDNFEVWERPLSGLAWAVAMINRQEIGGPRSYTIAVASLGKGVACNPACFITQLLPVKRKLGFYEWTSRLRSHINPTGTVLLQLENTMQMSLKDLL
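Fluorogenic readout (Ex 365/Em 440 nm) of 4-methylumbelliferone released from 1 mM 4-MU-alpha-galactoside by spleen homogenate, 40 min at 37C, pH 5.0. Data normalized to no-enzyme and enzyme controls; Hill-equation AC50 from compound titrations.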
TexasRed fluor = Total Fluorescence Counterscreen for Inhibitors of the Interaction of Thyroid Hormone Receptor and Steroid Receptor Coregulator 2 | TRb/SRC2 Texas Red total fluorescence interference | Potency, µM (highest dose often 106 µM), for the others: at the highest dose fluorescence change, negative = quenching | 280,000 tested, 0.29% active | AID 1479, 2009; active = well fitted curve in either direction with a large enough effect; inconclusive = small, poorly fitted or top-dose-only effect
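Flags fluorescent or light-absorbing compounds by total fluorescence, S + 2P, at 555 nm excitation and 632 nm emission. Mixture: 20 nM Texas Red SRC2 peptide, 0.6 uM human TRb LBD, 1 uM T3, 5% DMSO; compound exposure 5 h at ambient temperature.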
L3MBTL1 inh = qHTS Assay for the Inhibitors of L3MBTL1; Lethal(3)malignant brain tumor-like protein 1 (Homo sapiens), Q9Y468; AlphaScreen L3MBTL1–H3K9me1 peptide binding; Potency, µM (doses to about 57.1 µM), inactives show at the highest dose activity, negative = inhibition, hits mostly inhibitors; 230,000 tested, 0.66% active; AID 485360, 2010; note: nearly all actives have a fitted effect of over 60% in size
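L3MBTL1 (50 nM) pre-complexed 30 min with biotinylated H3(1-15)K9me1 peptide (75 nM), then compounds added for 30 min at room temperature; AlphaScreen streptavidin donor/nickel chelate acceptor beads (10 ug/mL final) read after 30 min dark incubation.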
Tau fluor counter = Counterscreen qHTS for Inhibitors of Tau Fibril Formation, Fluorescence Polarization; tau K18 P301L Alexa594 fluorescence, heparin fibrillization; Potency, µM (highest dose often 57.7 µM), for the others: at the highest dose activity change, negative = decrease; 280,000 tested, 0.93% active; note: nearly all actives have a fitted effect of over 55% in size
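Human tau K18 P301L (15 uM unlabeled, 0.24 uM Alexa 594-labeled) in 100 mM sodium acetate pH 7 with 20 uM heparin, 6 hr at 37 C. ThT 30 uM added, 1 hr ambient; Alexa 594 FP and total fluorescence read at 555/632 nm.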
Tau ThT inhib = qHTS for Inhibitors of Tau Fibril Formation, Thioflavin T Binding. recombinant tau K18 P301L (four-repeat tau fragment), heparin-induced fibrillization, ThT fluorescence. Potency, µM (highest dose often 57.4 µM), inactives show top-dose activity, negative = inhibition, actives largely listed as inhibitors. 270,000 tested, 2.1% active. AID 1460, 2008; note: nearly all actives have a fitted effect of over 55% in size
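Tau K18 P301L fragment (15 uM unlabeled plus 0.24 uM Alexa 594-labeled) in 100 mM sodium acetate pH 7 with compound, fibrillization induced by 20 uM heparin for 6 hr at 37 C. Thioflavin T (30 uM) added, fluorescence read after 1 hr (ex 450, em 510 nm).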
Starred values were filed as active, the others as inactive; u = inconclusive; x = not tested or not shown; & = joins results of further samples; [ ] = remark or other dose. Unless noted, calls come from the whole dose curve; as a rule, active = well fitted curve in the direction sought with a large enough effect; inconclusive = small, poorly fitted or top-dose-only effect, or another doubt; inactive = no such curve, though single readings can be large; an effect the other way counts as inactive or inconclusive. Unless noted, % is set by controls: 0 for no effect and ±100 for the full control effect; potency is the fitted concentration of half-maximal effect.

SMILES	ALDH1A1 block	TRb SRC2 PPI	Tau FP inhib	aGal spleen mod	TexasRed fluor	L3MBTL1 inh	Tau fluor counter	Tau ThT inhib
CC(=O)Nc1ccccc1C(=O)N1CCN(Cc2ccccc2)CC1	14%	2%	-8%	-3%	-1%	x	-10%	-8%
CCN(CC)c1ccc(NC(=O)COCc2cc(-c3ccc4c(c3)OCO4)on2)c(C)c1	x	1%	10%	x	-13%	x	u	2.8µM*
Cc1cc(NC(=O)c2cnn3cccnc23)nn1CC(=O)Nc1cccnc1	5%	-7%	3%	7%	-1%	x	1%	-13%
CC1Cn2cc(C(=O)Nc3cccc(C(F)(F)F)c3)c(=O)c3c(Cl)ccc(c32)O1 (stereo unspecified)	x	5%	-8%	x	3%	x	-7%	-6%
COc1ccc2cc(CN(Cc3ccco3)Cc3nnnn3C3CCCCC3)c(=O)[nH]c2c1	7.9µM*	2%	0%	0%	0%	-9%	-17%	u
CCn1c(=O)c(=O)[nH]c2cc(C(=O)NC3CC3)ccc21	u	-17%	-1%	3%	16%	10%	-5%	-16%
Cc1ccc(S(=O)(=O)/N=C(\c2ccccc2)N(C)S(=O)(=O)c2ccccc2)cc1	u	-3%	-1%	2%	-4%	1%	-7%	-1%
NC(=S)N/N=C1\CC(n2nnnc2-c2ccccc2Cl)C2COC1O2 (stereo unspecified)	-2%	6%	4%	0%	-2%	x	-3%	-7%
Cc1ccc(NC2=NCC(=O)N2C2CCCC2)cc1C	1%	-7%	-2%	-6%	1%	6%	-10%	-9%
Cn1c2c(c(=O)n(C)c1=O)C(c1cccc([N+](=O)[O-])c1)Nc1ccccc1O2 (stereo unspecified)	-1%	-3%	-10%	-2%	-1%	-2%	-8%	-7%
CC(C)C[C@@H](CC(=O)N[C@@H](CCC(=O)O)CC(=O)O)NC(=O)[C@@H]1CNCC[C@H]1NC(=O)C[C@H](CCCN)NC(=O)C[C@H](Cc1c[nH]c2ccccc12)NC(=O)[C@@H]1CNCC[C@H]1N	u	1%	-7%	1%	-3%	x	1%	1%
CS(=O)(=O)NCc1ccc(C(=O)NC2CCCCC2)cc1	6%	9%	3%	-3%	0%	2%	3%	-3%
O=C(CSCc1ccccc1)Nc1ccc2c(c1)C(=O)NC2=O	u	2%	3%	6%	0%	-5%	-3%	-7%
CCNS(=O)(=O)c1ccc(NS(C)(=O)=O)cc1	2%	-9%	-5%	-10%	1%	7%	4%	8%
CCOc1ccc(NC(=O)NCCN2CCN(c3cccc(C)c3C)CC2)cc1	x	-3%	u	x	-1%	x	u	u
c1ccc(CCNc2ncnc3c2cnn3-c2ccccc2)cc1	u	3%	-17%	-2%	-1%	27%	u	-2%
Cc1ccccc1N1C(=O)C(Oc2ccc(Cl)cc2)C1CNCC1CCCO1 (stereo unspecified)	u	0%	-5%	0%	0%	x	-25%	-16%
CC1=C(C(=O)OC(C)C)C(c2ccc(N(C)C)cc2)C2=C(CC(C)(C)CC2=O)N1 (stereo unspecified)	u	-3%	2%	0%	-4%	x	-13%	-9%
CCCC(=O)Nc1ccc2nn(-c3ccc(CC)cc3)nc2c1	x	6%	-5%	x	-1%	x	u	u
C/C(=N/NC(=O)c1sc(=S)n(C)c1C)c1ccccc1	-7%	5%	-18%	-3%	-3%	3%	-8%	-5%
CC(=O)c1ccc(NC(=O)C2CCCN(S(=O)(=O)c3cn(C)cn3)C2)cc1 (stereo unspecified)	x	5%	-1%	x	-2%	x	-2%	3%
Cc1c(C(=O)NCc2ccccc2Cl)sc2nc3n(c(=O)c12)CCCCC3	x	-1%	u	x	9%	x	-12%	-12%
Cc1ccc(S(=O)(=O)c2cccc(S(=O)(=O)N3CCCC3)c2)cc1S(=O)(=O)N1CCCC1	u	0%	-3%	0%	-3%	-1%	-24%	-11%
COc1cc(CNC(=O)c2ccc3c(c2)N(C)C(=O)C2CCCCN32)cc(OC)c1OC (stereo unspecified)	x	-3%	7%	x	-2%	x	-13%	-5%
COc1ccc(C(=O)NCC(=O)OCC(=O)N2CCCc3ccccc32)cc1	3%	-2%	5%	-1%	-1%	5%	0%	-4%
COc1ccc(-c2csc(-n3ncc(-c4ccccn4)c3N)n2)cc1	-4%	3%	3%	4%	0%	24%	-3%	-13%
CCS(=O)(=O)N1CC(=O)N(c2ccc(Cl)cc2)C(C)(C(=O)NC2CCCCCC2)C1 (stereo unspecified)	x	-5%	4%	x	18µM*[quencher]	x	10%	4%
CC1CCc2noc(NC(=O)c3ccccc3[N+](=O)[O-])c2C1 (stereo unspecified)	x	-10%	-1%	x	22387µM*[quencher]	x	u	u
CCC(=O)N1CC2(CC(c3cccc([N+](=O)[O-])c3)=NO2)C[C@H]1C(=O)NCC(N)=O (stereo partly specified)	2%	-3%	1%	0%	0%	2%	1%	0%
Cc1ccc(-n2ncc(C(=O)NCc3ccccn3)c2C2CCN(C(=O)OC(C)(C)C)CC2)cc1C	x	-5%	-4%	x	u	x	0%	-4%
COc1cccc(N2CCN(C(=O)c3nn(C)c4c3CSc3ccc(C)cc3-4)CC2)c1	x	4%	5%	x	10%	x	-9%	u
CCOC(=O)c1c(CN2CCOCC2)n(-c2ccccc2)c2cc(Br)c(O)c(CN(C)C)c12	7%	-3%	6%	-6%	0%	-3%	-11%	-16%
CCn1cc(C(=O)Nc2ccc3c(c2)OCCO3)c2cc(OC)c(OC)cc2c1=O	u	6%	-1%	-7%	-2%	2%	-11%	-14%
CCC(C)[C@H](NC(=O)NCc1ccccn1)C(=O)OC (stereo partly specified)	6%	-11%	6%	-3%	1%	4%	8%	6%
Cc1ccc(-c2csc(NC(=O)CSc3nc(C)cs3)n2)cc1	u	0%	12%	-4%	-5%	46%[activator]	-8%	1%
Cc1cc(OCC(=O)NCCN2CCOCC2)cc(C)c1Br	1%	-2%	-6%	-2%	0%	-1%	-6%	-5%

Entries of single compounds from above. Screens in order: ALDH1A1 block | TRb SRC2 PPI | Tau FP inhib | aGal spleen mod | TexasRed fluor | L3MBTL1 inh | Tau fluor counter | Tau ThT inhib
Profile of CCn1cc(C(=O)Nc2ccc3c(c2)OCCO3)c2cc(OC)c(OC)cc2c1=O : u | 6% | -1% | -7% | -2% | 2% | -11% | -14%
Profile of COc1ccc(-c2csc(-n3ncc(-c4ccccn4)c3N)n2)cc1 : -4% | 3% | 3% | 4% | 0% | 24% | -3% | -13%
Profile of CCS(=O)(=O)N1CC(=O)N(c2ccc(Cl)cc2)C(C)(C(=O)NC2CCCCCC2)C1 (stereo unspecified) : x | -5% | 4% | x | 18µM*[quencher] | x | 10% | 4%

Further results
SMILES	ALDH1A1 block	TRb SRC2 PPI	Tau FP inhib	aGal spleen mod	TexasRed fluor	L3MBTL1 inh	Tau fluor counter	Tau ThT inhib
COc1cccc(-c2ccc(SCC(=O)N3CCN(c4ccccc4)CC3)nn2)c1	u	0%	3%	-8%	-3%	x	-29%	u
N=C1S/C(=C\c2cccc3ccccc23)C(=O)N1c1ccc(F)cc1	-1%	2%	-12%	-6%	5%	-5%	-10%	u
CCC(Cc1ccccc1)NC(=O)c1cccc(Nc2nc3ccccc3nc2-n2nc(C)cc2C)c1 (stereo unspecified)	x	-7%	-12%	x	0%	x	-24%	0%
CCn1nnc(NC(=O)CSc2ccc(Cl)cc2)n1	10%	-2%	2%	4%	-3%	u	0%	-14%
COc1ccc(-c2nc3sc(CCNC(=O)Cc4ccc(Cl)cc4)c(C)n3n2)cc1	x	-7%	3%	x	1%	x	-13%	-14%
CCCCNC(=O)CC1N=C2c3ccccc3N=C(SCC(=O)Nc3ccccc3C)N2C1=O (stereo unspecified)	u	-2%	0%	6%	2%	x	-6%	-14%
CCOC(=O)Cn1cc(/C=N/NC(=O)c2cc3ccccc3o2)c2ccccc21	x	-8%	-2%	24%	1%	x	-9%	x
COc1ccc(C(=O)CSc2nnnn2Cc2ccccc2)cc1	13µM*	-9%	-4%	4%	-2%	x	-24%	-16%
Cc1csc2c(=O)n(CCO)c(=O)[nH]c12	x	10%	7%	1%	-1%	x	-1%	x
Cc1cc(=O)oc2cc(OCC(=O)OCC(=O)N3CCc4ccccc43)ccc12	u	0%	u	-5%	0%	2%	-15%	u
N#Cc1ccc(C23CC4(C2)[C@H](CN(Cc2ccc(C(F)(F)F)cc2)[C@@H]4c2ccccc2)C3c2ccc(C(F)(F)F)cc2)cc1 (stereo partly specified)	4%	6%&5%	-4%&-13%	1%&2%	-4%&0%	x	-3%&-7%	3%&-2%
CCOc1ccc(NC(=O)CCCN2C(=S)NC(C)(C)CC2C)cc1 (stereo unspecified)	-11%	5%	4%	1%	1%	4%	-4%	1%
O=C(CSc1nnc(Cc2csc(Nc3cccc(Cl)c3)n2)o1)N1CCc2ccccc21	-5%	3%	6%	-21%	-4%	-7%	7.1µM*[quencher]	u
CCNc1ccc(C(=O)OCC)cc1NC(=O)c1cccc(S(=O)(=O)N2CCOCC2)c1	-24%	4%	3%	8%	-2%	-4%	-23%	-12%

Among those listed so far, two contain a CF3 group:
SMILES	ALDH1A1 block	TRb SRC2 PPI	Tau FP inhib	aGal spleen mod	TexasRed fluor	L3MBTL1 inh	Tau fluor counter	Tau ThT inhib
CC1Cn2cc(C(=O)Nc3cccc(C(F)(F)F)c3)c(=O)c3c(Cl)ccc(c32)O1 (stereo unspecified)	x	5%	-8%	x	3%	x	-7%	-6%
N#Cc1ccc(C23CC4(C2)[C@H](CN(Cc2ccc(C(F)(F)F)cc2)[C@@H]4c2ccccc2)C3c2ccc(C(F)(F)F)cc2)cc1 (stereo partly specified)	4%	6%&5%	-4%&-13%	1%&2%	-4%&0%	x	-3%&-7%	3%&-2%
